S3 lipid droplet: qHTS Assay for Lipid Storage Modulators in Drosophila S3 Cells; Drosophila S3 cells, BODIPY lipid droplet fluorescence, 18-24 h; cells fed with added oleic acid; lipid storage change, negative = inhibition, % at the top dose, mostly 46.1 µM; hits show Potency in µM; 320,000 compounds, 0.64% hits; AID 2685; active means well fitted inhibition curve with a large enough effect in the signal ratio, with a control signal flat, not every such curve was filed as active; inconclusive means small, poorly fitted or top-dose-only effect, or effect the other way, or a change in a side signal; the % refers to the signal ratio
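Laser-scanning cytometry quantifies lipid droplet accumulation (500–530 nm total intensity; droplet/cell object ratio) in oleic acid-fed (400 uM added) Drosophila S3 cells treated with a concentration series. 20 uM Triacsin C defined 100% inhibition.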
S3 lipid droplet cell count max: further read-out of S3 lipid droplet, marked with its call; cell number change, %; measured here: cell count max response;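 cells counted by Cell Tracker Red CMTPX staining in the red channel; peak over a dose series mostly up to 46.1 µM; percent activity relative to internal control wells on each plate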
Active calls of the source: *. On the % scale 0 is the no-effect control and ±100 the full control effect; potency means the concentration at half of the fitted maximal effect. The list is partial; count on the stated rates, not on these rows.

How did O=C(CSc1ccccc1)Nc1ccc(C(=O)Nc2ccc(O)cc2)cc1 do in these assays?
S3 lipid droplet: 8.9%

Results for O=C(NC1CCOCC1)C1CCC(=O)N(Cc2ccc(Cl)cc2)C1 (stereo not given) ?
S3 lipid droplet: inconclusive

Results for Cc1ccc(-n2ncc3c2CC(C)(C)CC3NC(=O)CCc2ccncc2)cc1 (stereo not given) ?
S3 lipid droplet: inconclusive

Results for COc1ccc(NC(=S)N(CCc2c(C)[nH]c3ccccc23)Cc2cccnc2)cc1 ?
S3 lipid droplet: 24.3%; S3 lipid droplet cell count max: -6.6

What do the screens show for `O=[N+]([O-])c1cc(C(F)(F)F)cc([N+](=O)[O-])c1NCCN1CCNCC1`?
S3 lipid droplet: 1.6%; S3 lipid droplet cell count max: 6.2

Results for COc1ccc(CCNC(=O)C2CCCN(c3nc(C)cc(C)n3)C2)cc1 (stereo not given) ?
S3 lipid droplet: -1.7%; S3 lipid droplet cell count max: -15.9

What do the screens show for `CCc1ccc(/C=C/C(=O)C2C(=O)c3ccccc3C2=O)cc1`?
S3 lipid droplet: -2.5%

How did CCN1C(=O)N[C@@H](c2cccs2)C(C(C)=O)=C1C do in these assays?
S3 lipid droplet: 0.2%

What do the screens show for `O=C(CSc1nnc(-c2cccnc2)n1Cc1ccco1)Nc1nc(-c2ccc(F)cc2)cs1`?
S3 lipid droplet: inconclusive

Results for CCCc1nc2ccccc2c(=O)n1/N=C/c1c(C)[nH]n(-c2ccc(C)cc2)c1=O ?
S3 lipid droplet: inconclusive

Random excerpt: 2 records from the list
What do the screens show for `O=[N+]([O-])c1cc(C(F)(F)F)cc([N+](=O)[O-])c1NCCN1CCNCC1`?
S3 lipid droplet: 1.6%; S3 lipid droplet cell count max: 6.2

What do the screens show for `CCc1ccc(/C=C/C(=O)C2C(=O)c3ccccc3C2=O)cc1`?
S3 lipid droplet: -2.5%

The list goes on:
What do the screens show for `COC(=O)c1ccc(CNC(=O)c2ccc(COc3ccccc3)cc2)cc1`?
S3 lipid droplet: inconclusive

Results for CCN(CC)CC(=O)c1c[nH]c2ccc(OC)cc12 ?
S3 lipid droplet: -9.6%; S3 lipid droplet cell count max: 11.5

How did COCCCNC(=O)Cn1cc(/C=C(\C#N)C(=O)N2CCN(c3ccccc3)CC2)c2ccccc21 do in these assays?
S3 lipid droplet: 15.6%; S3 lipid droplet cell count max: 0.8

How did NC(=O)C1CNc2ccccc2O1 (stereo not given) do in these assays?
S3 lipid droplet: inconclusive

Results for COc1ccc(C2C(C(=O)c3cccs3)=C(O)C(=O)N2Cc2cccnc2)cc1OC (stereo not given) ?
S3 lipid droplet: -18.8%; S3 lipid droplet cell count max: 3.5

Results for O=C(CSC1=NCCS1)N1CCOCC1 ?
S3 lipid droplet: inconclusive

Results for CCOc1ccc2nc(NCCNC(=O)C(C)(C)C)c(C)cc2c1 ?
S3 lipid droplet: 20.1%; S3 lipid droplet cell count max: -2.7

Results for NS(=O)(=O)c1ccc(NC(=O)c2ccc(S(=O)(=O)N3CCc4ccccc43)cc2)cc1 ?
S3 lipid droplet: inconclusive

What do the screens show for `COc1ccc(N2C(=O)C3CCCN3C2c2cccc(OC)c2)cc1` (stereo not given)?
S3 lipid droplet: inconclusive

How did COc1ccc(N2CCN(c3ccnc4cc(Cl)ccc34)CC2)cc1 do in these assays?
S3 lipid droplet: inactive; S3 lipid droplet cell count max: 13.7

What do the screens show for `Cc1cc(NC(=S)N(Cc2ccc(Br)cc2)Cc2ccc(C(=O)O)cc2)ccc1Cl`?
S3 lipid droplet: 5.8%

Results for CC(=O)Nc1cccc(-c2nc3ccccc3c(=O)o2)c1 ?
S3 lipid droplet: 14.8%; S3 lipid droplet cell count max: 22.0

Results for CN(CC#CC1(O)c2ccccc2-c2ccccc21)Cc1ccccc1 ?
S3 lipid droplet: inconclusive

Results for Cc1cc(C(=O)Nc2cccc3cccnc23)ccc1[N+](=O)[O-] ?
S3 lipid droplet: -1.1%; S3 lipid droplet cell count max: 0.4

What do the screens show for `COc1ccc(OC)c(NC(=O)Cc2nn(C)c(=O)c3ccccc23)c1`?
S3 lipid droplet: inconclusive

Results for Cc1ccc2ncnc(Oc3ncccc3NC(=O)C(C)(C)C)c2c1 ?
S3 lipid droplet: 7.9%; S3 lipid droplet cell count max: 11.2

How did CCC1(c2ccccc2)NC(=O)N(CC(=O)N(C)CC(=O)Nc2ccc(F)c(F)c2F)C1=O (stereo not given) do in these assays?
S3 lipid droplet: inconclusive

Results for CC(C)(C=O)Cc1cc(C(C)(C)C)c(O)c(C(C)(C)C)c1 ?
S3 lipid droplet: inconclusive

How did S=C(Nc1ccc(Br)cc1)N1CCCC1 do in these assays?
S3 lipid droplet: inconclusive

What do the screens show for `Cn1c2ccccc2c2nnc(SCCN3CCOCC3)nc21`?
S3 lipid droplet: inconclusive

How did CCC(C)[C@H](NC(=O)[C@@H]1CSC2c3ccccc3C(=O)N21)C(=O)NCc1ccncc1 (stereo not given in full) do in these assays?
S3 lipid droplet: inconclusive

What do the screens show for `COC(=O)c1ccc(Oc2nc(C)cc(Oc3ccccc3)n2)cc1`?
S3 lipid droplet: 1.7%; S3 lipid droplet cell count max: 0.3

What do the screens show for `CCn1c(=S)[nH]c2cc(S(=O)(=O)N3CCCCC3)ccc21`?
S3 lipid droplet: inconclusive

How did Cc1nnc(SCC(=O)c2ccc(C(C)C)cc2)s1 do in these assays?
S3 lipid droplet: inconclusive

What do the screens show for `CCc1ccc(NC(=O)c2cc(-c3ccc(F)cc3)on2)cc1`?
S3 lipid droplet: -5.6%; S3 lipid droplet cell count max: -14.6

What do the screens show for `COc1ccccc1-n1c(O)c(C=NCc2ccccn2)c2ccccc2c1=O`?
S3 lipid droplet: 10.3%; S3 lipid droplet cell count max: -5.5

How did CSCCn1c(C(C)(C)C)cc(C(=O)O)c1C do in these assays?
S3 lipid droplet: -9.2%; S3 lipid droplet cell count max: -3.2

Results for CCCc1cc(=O)[nH]c(SCC(=O)Nc2ccc3c(c2)CCC3)n1 ?
S3 lipid droplet: -0.2%; S3 lipid droplet cell count max: 8.2

Results for COc1ccc(NC(=O)C(=O)NCC(c2ccco2)N2CCc3ccccc3C2)cc1OC (stereo not given) ?
S3 lipid droplet: -0.7%

Results for CN(C(=O)CCN1CCCO1)C1CCCN(Cc2ccccc2F)C1 (stereo not given) ?
S3 lipid droplet: -24.2%

How did CCCc1cc2c(OC(=O)CC)c(-c3ccc(C(=O)OCC)o3)c(=O)oc2cc1OC do in these assays?
S3 lipid droplet: inconclusive

Results for Cc1ccc(-c2nn(-c3ccccc3)cc2C(=O)NC2CCC(O)CC2)cc1 (stereo not given) ?
S3 lipid droplet: inconclusive

Results for O=C(c1ccc(CNc2c(N3CCOCC3)c(=O)c2=O)cc1)N1CC=C(c2ccccc2)CC1 ?
S3 lipid droplet: inactive

What do the screens show for `O=C1Cc2ccccc2C(=O)N1Cc1cccc(Cl)c1`?
S3 lipid droplet: -4.1%; S3 lipid droplet cell count max: 0.3

Results for COc1ccc(CCN(C)CCCN2CC(c3ccccc3)CC2=O)cc1OC (stereo not given) ?
S3 lipid droplet: 4.2%; S3 lipid droplet cell count max: 0.1

Results for O=C(CCc1nc2ccccc2c(=O)[nH]1)Nc1ccc(N2CCCCC2)cc1 ?
S3 lipid droplet: inactive

What do the screens show for `COc1ccc(/C=C/c2noc(-c3ccccc3O)n2)cc1`?
S3 lipid droplet: -18.3%; S3 lipid droplet cell count max: -3.7

Results for O=C(CN(Cc1ccco1)Cc1ccco1)Nc1cc(S(=O)(=O)N2CCCCC2)ccc1Cl ?
S3 lipid droplet: inconclusive

What do the screens show for `COc1cccc(CNC(=O)C2CCN(S(=O)(=O)c3ccc4c(c3)OCCO4)CC2)c1`?
S3 lipid droplet: inconclusive

What do the screens show for `Cc1ccc(CSCC(=O)Nc2ccc(F)cc2)cc1`?
S3 lipid droplet: -7.9%

Results for CCn1c(SCc2ccccc2Cl)nc2nc3c(cc2c1=O)CCCC3 ?
S3 lipid droplet: -23.2%; S3 lipid droplet cell count max: -10.2

How did O=C1Nc2ccccc2/C1=N\N1CCOCC1 do in these assays?
S3 lipid droplet: inconclusive

Results for O=C(NC(CC(=O)N1CCCC(C(F)(F)F)C1)c1ccccc1)c1ccccc1Cl (stereo not given) ?
S3 lipid droplet: inconclusive

How did COc1ccc(Nc2nc(C)cc(C)c2C#N)cc1 do in these assays?
S3 lipid droplet: inconclusive

Results for COc1cccc(C2(CSc3nnc(-c4cc(OC)c(OC)c(OC)c4)o3)OCCO2)c1 ?
S3 lipid droplet: -5.5%; S3 lipid droplet cell count max: -12.9

What do the screens show for `Cc1ccccc1C(=O)NCCCCc1ccccc1`?
S3 lipid droplet: inconclusive

What do the screens show for `CC(C)N=C(NC#N)SCc1ccc(Br)cc1`?
S3 lipid droplet: inactive; S3 lipid droplet cell count max: -28.4

Results for CCCCC1C2C(=O)N(c3ccccc3)C(=O)C2ON1c1ccccc1 (stereo not given) ?
S3 lipid droplet: 14.1%; S3 lipid droplet cell count max: -1.4

What do the screens show for `COC(=O)CCC(=O)OC1(C)C(=O)C2=CN(CCCCO)C(c3ccc(OC)cc3)=CC2=C(Br)C1=O` (stereo not given)?
S3 lipid droplet: inconclusive

How did CCCCS(=O)c1c(O)c2ccccc2[nH]c1=O (stereo not given) do in these assays?
S3 lipid droplet: inconclusive

What do the screens show for `CCN(CC)Cc1ccccc1CNC(=O)c1cccc(S(=O)(=O)Nc2ccc3c(c2)OCO3)c1`?
S3 lipid droplet: inconclusive

How did COc1ccccc1-c1nc(-c2ccc(Br)o2)no1 do in these assays?
S3 lipid droplet: inconclusive

What do the screens show for `COCCC(=O)N1CCC(Oc2ccc(C(=O)N3CCC(N(C)C)C3)cc2)CC1` (stereo not given)?
S3 lipid droplet: 13.6%; S3 lipid droplet cell count max: 5.5

How did Cc1cc2ccccn2c1C(=O)c1ccc(F)cc1 do in these assays?
S3 lipid droplet: inconclusive

Results for COc1ccc(CC(=O)Nc2c(C(N)=O)oc3ccccc23)cc1 ?
S3 lipid droplet: inactive

Results for Cc1cc(C)c(NC(=O)c2cc3c(nc4sccn43)s2)c(C)c1 ?
S3 lipid droplet: 21.3%; S3 lipid droplet cell count max: -0.1

Results for CC(=O)c1ccc(-n2nnnc2SCC(=O)NNC(=O)c2ccco2)cc1 ?
S3 lipid droplet: -2.7%

What do the screens show for `Cn1cc(Br)c(C(=O)Nc2nccs2)n1`?
S3 lipid droplet: inconclusive

What do the screens show for `CC(=O)NC(Cc1c[nH]c2ccccc12)C(=O)OCC(=O)Nc1ccc2c(c1)OCO2` (stereo not given)?
S3 lipid droplet: 14.0%; S3 lipid droplet cell count max: -0.3

How did CC(O)[C@H]1CC[C@H]2[C@@H]3CC[C@H]4C[C@@H](O)CC[C@]4(C)[C@H]3/C(=N/O)C[C@]12C (stereo not given in full) do in these assays?
S3 lipid droplet: inconclusive

In the list so far, three contain a thiophene ring, fused or not.
How did CCN1C(=O)N[C@@H](c2cccs2)C(C(C)=O)=C1C do in these assays?
S3 lipid droplet: 0.2%

Results for COc1ccc(C2C(C(=O)c3cccs3)=C(O)C(=O)N2Cc2cccnc2)cc1OC (stereo not given) ?
S3 lipid droplet: -18.8%; S3 lipid droplet cell count max: 3.5

Results for Cc1cc(C)c(NC(=O)c2cc3c(nc4sccn43)s2)c(C)c1 ?
S3 lipid droplet: 21.3%; S3 lipid droplet cell count max: -0.1

Of the compounds above, 2 have a nitro group on carbon:
What do the screens show for `O=[N+]([O-])c1cc(C(F)(F)F)cc([N+](=O)[O-])c1NCCN1CCNCC1`?
S3 lipid droplet: 1.6%; S3 lipid droplet cell count max: 6.2

Results for Cc1cc(C(=O)Nc2cccc3cccnc23)ccc1[N+](=O)[O-] ?
S3 lipid droplet: -1.1%; S3 lipid droplet cell count max: 0.4

Next section
What do the screens show for `O=C(c1ccccc1)c1nn(-c2cccc(Cl)c2)c2nc(-c3ccccc3)cc(=O)n12`?
S3 lipid droplet: -20.0%; S3 lipid droplet cell count max: -6.7

How did Cc1nc(N2CCOCC2)c2oc3ccccc3c2n1 do in these assays?
S3 lipid droplet: inconclusive

What do the screens show for `O=C(NCCCc1nc2ccccc2[nH]1)c1cccs1`?
S3 lipid droplet: inconclusive

Results for O=C1/C(=N\S(=O)(=O)c2cccs2)C([n+]2ccccc2)=C([O-])c2ccccc21 ?
S3 lipid droplet: 20.6µM*; S3 lipid droplet cell count max: -19.9*

How did CSc1ccccc1OCc1cc(C(=O)N2CCN3CCCC3C2)no1 (stereo not given) do in these assays?
S3 lipid droplet: inconclusive

How did Cc1c(NC(=O)CCCOc2ccccc2)cccc1[N+](=O)[O-] do in these assays?
S3 lipid droplet: inactive; S3 lipid droplet cell count max: 4.2

Results for CC(=O)Nc1sc2c(c1C(N)=O)CCN(Cc1ccccc1)C2 ?
S3 lipid droplet: 14.6%; S3 lipid droplet cell count max: 14.3

Results for CC(C)(C)c1ccc(C(=O)NC(=S)Nc2sc3c(c2C#N)CCC3)cc1 ?
S3 lipid droplet: inconclusive

Results for Cc1ccc(C(=O)OCC(=O)Nc2cccc(Cl)c2C)c(O)c1 ?
S3 lipid droplet: 6.2%; S3 lipid droplet cell count max: 1.2

Results for CCO[C@H]1OC(C(N)=O)=C[C@@H](c2csc3ccccc23)[C@@H]1CCCO ?
S3 lipid droplet: 10.9%; S3 lipid droplet cell count max: -0.1

What do the screens show for `COc1ccc(-c2nc(CS(=O)CC(=O)NCCN3CCCCC3C)c(C)o2)cc1OC` (stereo not given)?
S3 lipid droplet: 18.8%

What do the screens show for `COCC(=O)Nc1nnc(C2CCCCC2)s1`?
S3 lipid droplet: inconclusive

Results for COc1ccc(N(C(=O)CNC(=O)c2cccs2)C(C(=O)NCC2CCCO2)c2ccccc2)c(OC)c1 (stereo not given) ?
S3 lipid droplet: 22.3%; S3 lipid droplet cell count max: 5.7

Screening results as filed in PubChem BioAssay.
